Mtb UGM inh: blocks M. tuberculosis UGM enzyme. P9WIQ1. purified UGM, fluorescence polarization probe displacement. inhibition, % at 10 µM. hit rate 0.06% among 320,000. AID 504406; in the data active = inhibition above about 10%, passing the limit was not always enough; inconclusive = no clear call, values can overlap the other calls
TcdB inh: blocks C. difficile toxin B glycohydrolase activity; TcdB glycohydrolase enzymatic assay, plate reader; inhibition, % at 9.99 µM; hit rate 0.24% among 350,000; in the data active = inhibition above about 10%
Target sequence (P18177 whole entry, looked up): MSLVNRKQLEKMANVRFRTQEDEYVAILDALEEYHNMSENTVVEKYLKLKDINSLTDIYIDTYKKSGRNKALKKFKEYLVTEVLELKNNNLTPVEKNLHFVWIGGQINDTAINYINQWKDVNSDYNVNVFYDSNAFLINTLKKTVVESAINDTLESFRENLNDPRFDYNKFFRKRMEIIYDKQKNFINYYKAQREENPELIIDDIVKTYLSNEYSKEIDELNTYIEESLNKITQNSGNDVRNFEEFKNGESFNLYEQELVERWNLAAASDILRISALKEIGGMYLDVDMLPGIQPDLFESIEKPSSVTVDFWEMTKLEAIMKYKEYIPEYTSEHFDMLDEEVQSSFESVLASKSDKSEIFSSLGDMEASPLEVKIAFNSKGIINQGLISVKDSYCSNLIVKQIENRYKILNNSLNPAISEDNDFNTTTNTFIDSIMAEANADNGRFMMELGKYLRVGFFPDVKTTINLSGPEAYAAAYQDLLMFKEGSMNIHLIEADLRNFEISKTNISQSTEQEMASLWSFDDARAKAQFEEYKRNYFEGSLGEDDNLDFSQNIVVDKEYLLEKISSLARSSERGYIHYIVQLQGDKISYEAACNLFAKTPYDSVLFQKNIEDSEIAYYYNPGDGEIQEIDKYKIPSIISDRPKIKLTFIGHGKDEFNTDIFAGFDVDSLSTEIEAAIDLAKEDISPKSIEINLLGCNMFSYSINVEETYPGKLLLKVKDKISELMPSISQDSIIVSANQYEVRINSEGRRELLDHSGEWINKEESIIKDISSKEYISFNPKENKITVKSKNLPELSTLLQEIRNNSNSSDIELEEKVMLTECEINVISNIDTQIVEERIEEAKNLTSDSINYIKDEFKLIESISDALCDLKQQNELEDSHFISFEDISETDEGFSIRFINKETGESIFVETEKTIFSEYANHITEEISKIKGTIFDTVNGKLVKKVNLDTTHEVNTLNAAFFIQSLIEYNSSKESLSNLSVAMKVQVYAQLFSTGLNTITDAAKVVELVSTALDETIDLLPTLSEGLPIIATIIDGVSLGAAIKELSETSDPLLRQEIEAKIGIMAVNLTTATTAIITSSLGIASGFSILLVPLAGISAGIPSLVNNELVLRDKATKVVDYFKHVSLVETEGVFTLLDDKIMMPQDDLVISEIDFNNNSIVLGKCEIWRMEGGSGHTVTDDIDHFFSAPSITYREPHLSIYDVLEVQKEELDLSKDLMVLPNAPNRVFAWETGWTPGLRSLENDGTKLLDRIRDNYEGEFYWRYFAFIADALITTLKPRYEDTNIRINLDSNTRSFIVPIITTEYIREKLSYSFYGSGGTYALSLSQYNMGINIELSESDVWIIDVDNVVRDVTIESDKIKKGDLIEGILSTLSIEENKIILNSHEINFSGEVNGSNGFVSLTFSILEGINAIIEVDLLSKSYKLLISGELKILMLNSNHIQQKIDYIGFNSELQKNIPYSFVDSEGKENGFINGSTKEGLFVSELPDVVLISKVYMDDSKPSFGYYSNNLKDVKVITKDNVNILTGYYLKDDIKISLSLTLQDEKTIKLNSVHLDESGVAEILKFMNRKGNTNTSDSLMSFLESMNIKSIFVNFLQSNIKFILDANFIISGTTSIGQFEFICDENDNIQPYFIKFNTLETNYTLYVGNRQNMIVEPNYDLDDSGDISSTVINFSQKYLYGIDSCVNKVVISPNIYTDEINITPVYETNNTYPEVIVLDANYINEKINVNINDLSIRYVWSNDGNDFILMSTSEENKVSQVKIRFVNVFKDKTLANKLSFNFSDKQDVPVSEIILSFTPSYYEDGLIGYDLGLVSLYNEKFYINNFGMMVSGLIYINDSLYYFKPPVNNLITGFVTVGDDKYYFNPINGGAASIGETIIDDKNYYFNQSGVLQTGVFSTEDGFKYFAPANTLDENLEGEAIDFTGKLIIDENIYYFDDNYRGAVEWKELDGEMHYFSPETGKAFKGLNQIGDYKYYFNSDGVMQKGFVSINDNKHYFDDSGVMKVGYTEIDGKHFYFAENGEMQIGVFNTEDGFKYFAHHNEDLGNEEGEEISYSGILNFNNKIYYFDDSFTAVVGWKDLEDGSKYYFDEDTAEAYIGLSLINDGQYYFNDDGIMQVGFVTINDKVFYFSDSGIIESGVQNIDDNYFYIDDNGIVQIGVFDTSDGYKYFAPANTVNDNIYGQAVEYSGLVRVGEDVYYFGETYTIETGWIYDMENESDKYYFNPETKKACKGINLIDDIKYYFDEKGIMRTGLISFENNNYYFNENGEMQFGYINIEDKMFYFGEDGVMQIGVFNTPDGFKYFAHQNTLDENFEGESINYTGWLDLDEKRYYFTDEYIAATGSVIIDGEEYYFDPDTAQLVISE
Y pestis TopoI: inhibitors of Yersinia pestis topoisomerase I; hit rate 0.064% among 360,000; Y. pestis Topo-I cleavage product accumulation, plate reader; activity, % at 10 µM; in the data active = activity above about 50%, passing the limit was not always enough; inconclusive = no clear call, values can overlap the other calls; also: inactives centre near 2
Mtb FBA inh: inhibitors of M. tuberculosis fructose-bisphosphate aldolase; P9WQA3; hit rate 2.3% among 360,000; inhibition, % at 1 µM; AID 588726; purified M. tuberculosis FBA, fluorescence read-out; in the data active = inhibition above about 27%;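 also: 0% = vehicle and 100% = reference inhibitor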
GDH-TPI counter: GDH-TPI coupled enzyme inhibition counter-screen | GDH-TPI coupled enzyme counterscreen, NADH absorbance | inhibition, % at 4.8 µM | hit rate 1.2% among 360,000; in the data active = inhibition above about 30%;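 also: 0% = DMSO wells and 100% = wells lacking the enzyme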
Vc quorum ag: induces V. cholerae light production without autoinducers | hit rate 0.16% among 350,000 | activation, % at 18.7 µM | V. cholerae BH1578 lux reporter, luminescence, 6 h; in the data active = activation mostly above about 9.7%, no sharp cut-off; inconclusive = no clear call, values can overlap the other calls; inactive = mostly below about 3.7%; also: not every result past the cut was called active; inactives centre near 0; reference of the scale not given here
FadD28 FP inh: blocks FadD28 binding to the bisubstrate probe. fluorescence polarization. inhibition, % at 12.5 µM. hit rate 0.22% among 360,000; in the data active = inhibition above about 8.5%, passing the limit was not always enough; inconclusive = no clear call, values can overlap the other calls
Mtb BioA inh: blocks M. tuberculosis BioA enzyme activity; purified M. tuberculosis BioA enzyme, plate reader; inhibition, % at 9.99 µM; hit rate 0.096% among 360,000; AID 602481; in the data active = inhibition above about 40%; inconclusive = no clear call, values can overlap the other calls
PfHsp40 yeast: rescue of PfHsp40-mediated yeast toxicity | S. cerevisiae expressing PfHsp40, growth rescue, ATP luminescence | growth rescue, % at 12.5 µM | hit rate 0.68% among 340,000 | AID 504582; in the data active = growth rescue above about 28%, passing the limit was not always enough; inconclusive = no clear call, values can overlap the other calls;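 also: yeast W303a lacking pdr1 and pdr3 grown in galactose medium; growth measured after three days at 30 °C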
Numbers without * were called inactive; i = inactive; ? = inconclusive; nt = no result given; & = joins results of further samples.

SMILES	Mtb UGM inh	TcdB inh	Y pestis TopoI	Mtb FBA inh	GDH-TPI counter	Vc quorum ag	FadD28 FP inh	Mtb BioA inh	PfHsp40 yeast
COc1cccc2[nH]c3ccccc3c(=O)c12	0.4	nt	-18	135*	1	-0.3	-1.6	1.7	0.2
O=C(Nc1ccc(N2CCOCC2)cc1)c1ccc(Cl)c(S(=O)(=O)N2CCCCC2)c1	0.6	2.0	-9	0	12	i	-0.3	-3.6	-0.2
C(=N\N1CCN(C(c2ccccc2)c2ccccc2)CC1)/c1ccc2c(c1)OCO2	0.9	0.7	2	-2	-4	i	-2.6	-0.6	1.6
CCOC(=O)C1CCN(S(=O)(=O)Cc2ccc(Cl)cc2)CC1	-1.6	nt	1	2	1	-7.1	0.8	-1.2	-0.6
Cc1ccc2nc(C)c3c(c2c1)OC(C(C)(Cl)Br)C3 (stereo unspecified)	-0.8	0.9	16	0	-12	13	-8.3	1.9	0.6
CCC(NC(=O)c1ccc(C#CC2(O)CCCCC2)cc1)C(=O)O (stereo unspecified)	0.8	-0.1	4	4	4	-0.4	-0.3	nt	-1.8
Cc1ccsc1CNCC(O)c1ccccc1 (stereo unspecified)	-1.8	1.1	3	2	3	i	-1.8	-2.3	-0.2
Cn1c(=O)c2c(nc(Br)n2CCSc2nnnn2-c2ccccc2)n(C)c1=O	0.3	nt	3	0	-5	i	-2.6	5.9	0.7
CCCCCO	-0.9	-2.4	0	0	3	-0.4	-2.7	-1.7	-1.8
O=C(NC1CC1)c1ccc(F)cc1Cl	1.1	nt	0	1	-2	i	-1.3	0.1	-1.3
CCOc1ccccc1C(=O)Nc1ccccc1O	-0.9	nt	3	-2	-9	i	-1.7	1.2	1.0
Cc1sc(NC(=S)NC(=O)c2ccccc2)c(C#N)c1C	-1.3	nt	6	0	-2	i	-0.6	0.9	-0.2

Copied from the list.
`CCOc1ccccc1C(=O)Nc1ccccc1O` in Mtb FBA inh has -2
`Cn1c(=O)c2c(nc(Br)n2CCSc2nnnn2-c2ccccc2)n(C)c1=O` in Mtb FBA inh has 0

Later entries
SMILES	Mtb UGM inh	TcdB inh	Y pestis TopoI	Mtb FBA inh	GDH-TPI counter	Vc quorum ag	FadD28 FP inh	Mtb BioA inh	PfHsp40 yeast
COc1ccc(NC(=S)N2CCC(c3ccccc3)C2)cc1 (stereo unspecified)	0.9	0.4	3	0	-11	-1.0	-1.8	8.4	0.0
O=C(CSc1ccc(F)cc1)N1CCC(c2nc3ccccc3s2)CC1	0.6	nt	29	-2	-7	4.5	-4.5	0.0	1.3
Cc1cccc(-c2nsc(SCC(=O)Nc3nccs3)n2)c1	0.0	nt	-1	0	17	i	-0.5	-2.4	-0.7
CCCCOc1ccc(/C=C/C(=O)Nc2ccc([N+](=O)[O-])cc2C)cc1	-2.5	nt	4	1	6	-0.2	-0.6	nt	0.2
CC(C)OC(=O)CSc1nc(C(C)C)nc2ccccc12	0.9	1.2	10	-3	-4	-0.6	-4.4	nt	0.3
COc1ccc(S(=O)(=O)N2CCC(C(=O)N3CCN(c4ccccc4OC)CC3)CC2)cc1	-3.7	nt	22	-2	-11	0.4	-3.2	-0.1	1.4
Cc1cccc(C(=O)NC(=S)N(C)C2CCCCC2)c1	1.6	-1.1	10	1	6	i	-0.9	0.2	1.2
CCc1ccc(/C(C)=N/NC(=O)CNC(=O)/C=C/c2ccccc2OC)cc1	-1.4	1.0	28	6	9	-0.3	-1.0	-0.6	-1.3
COc1ccc2[nH]c3c(c2c1)CCN1C(=O)N([C@@H](C)C(=O)NCCc2ccc(OC)c(OC)c2)C(=O)[C@]31C	0.4	0.1	13	3	1	-0.4	-2.1	-1.3	0.0
CC(C)CCNC(=O)C(=O)NCCC1=CCCCC1	-1.0	1.7	-7	2	-7	-0.3	-4.9	0.0	-0.9
C[N+]1(C)[C@@H]2CC[C@H]1CC(OC(=O)C(c1ccccc1)c1ccccc1)C2 (stereo partly specified)	-2.1	1.4	-1	0	-9	i	-2.1	2.5	0.1
CCCCc1ccc(/C=C(\C#N)C(N)=S)s1	nt	-0.4	15	0	13	i	3.0	nt	1.9
CN1/C(=C\C(=O)c2ccco2)C(C)(C)c2ccccc21	0.9	0.9	6	8	19	1.5	-1.9	-3.8	?
O=c1c(Cl)c2oc3ccccc3nc-2c2ccccc12	-1.5	nt	6	-1	-2	-0.3	0.3	nt	-1.9
CCc1ccccc1NC(=S)N1CCNC(=O)C1CC(=O)OC (stereo unspecified)	1.1	1.0	-12	1	4	0.2	3.3	0.4	-1.8
O=[N+]([O-])c1ccc(Cl)cc1N1CCCCC1	-0.3	-2.0	0	0	-2	0.2	0.2	nt	-1.3
Cc1ccc(C(=O)Nc2c(N)nc(SCC(=O)NCC3CCCO3)[nH]c2=O)cc1 (stereo unspecified)	5.8	0.2	10	1	-3	i	1.8	-0.9	1.3
S=c1[nH]nc([C@@H]2C[C@H]2c2ccccc2)n1-c1ccccc1Cl	1.6	3.3	-3	4	-5	-0.7	-0.3	0.2	3.7
Cc1onc(-c2ccccc2)c1C(=O)Nc1cccc2nsnc12	-0.4	nt	4	0	-4	nt	-2.4	0.9	14
Cn1cc(SCC(=O)NCc2ccc3c(c2)OCO3)c2ccccc21	0.8	-0.5	16	0	3	-0.2	0.5	-0.1	1.5
CC(C)NC(=O)C1(C)CCCN1Cc1csc2ccccc12 (stereo unspecified)	nt	-0.4	18	-2	5	0.0	-1.2	-0.3	nt
CCCCN1CNC(=S)N(Cc2ccccc2)C1	3.6	0.8	2	-2	4	-0.1	-1.3	-0.7	-1.0
COCCNS(=O)(=O)c1cc(C(=O)O)ccc1OC	3.5	1.3	2	0	-3	-0.5	-2.2	nt	0.1
CC(C)N(Cc1cnn(C)c1)C(=O)c1ccc(OC2CCN(Cc3ccccn3)CC2)cc1	-0.1	1.4	8	0	-6	i	-2.9	-0.1	-0.1
CCCC(=O)OCC(=O)Nc1cc([N+](=O)[O-])ccc1OC	0.3	1.6	-1	-6	17	-0.2	0.2	nt	-0.9
Cc1ccc(N(CC(=O)N2CCN(c3ccc(F)cc3)CC2)S(=O)(=O)c2c(C)nn(C)c2C)cc1	-2.2	0.4	28	-1	-7	-0.8	0.1	2.1	1.7
C=CCSc1nc(C)cc(/C=C\c2ccccc2)c1C#N	-0.4	nt	1	1	-8	i	-3.3	0.7	-0.4
Cc1ccc[n+](-c2nc3ccccc3nc2C(=C=[N-])C#N)c1	-1.0&1.0	0.7	11&-1	-12&-5	-4&6	-1.6	1.5&1.4	1.7	-1.0&-1.8
CCC1=C(OC(=O)N(CC)CC)N2C(=O)OC(=NCC3CC3)[C@]2(Cc2ccccc2)[C@H]2C1=CC[C@H]1C(=O)NC(=O)[C@H]12	1.2	2.7	-3	1	-5	-8.3	0.7	-4.4	0.1
CN1/C(=C\C(=O)C[n+]2ccc(C(=O)c3ccccc3)cc2)C(C)(C)c2ccccc21	1.6	1.1	-4	-2	15	-0.5	-1.1	nt	-0.5
NS(=O)(=O)c1cccc(NC(=O)Nc2ccc(Cl)cc2)c1	1.0	1.8	-1	4	16	i	-2.6	-2.3	0.4
O=C(COc1ccc(Cl)cc1)Nc1nnc(C2=COCCO2)o1	2.5	-0.6	-11	-2	15	-0.1	-4.4	nt	7.6
CC1CCc2cc(F)ccc2N1S(=O)(=O)c1ccc(F)cc1 (stereo unspecified)	-4.5	0.0	-12	-6	1	i	-4.7	-1.4	-1.6
CCC(=O)Nc1c(C#N)c2nc3ccccc3nc2n1C1CCCCC1	-1.3	nt	-1	11	-10	0.1	-1.6	nt	-1.3
COc1cc2c(C(=O)NCCN(C)C)cn(CC(C)C)c(=O)c2cc1OC	1.6	0.8	-1	8	11	-0.4	-1.1	0.3	-1.1
Cc1ccc(NC(=O)COc2ccc3c(c2)OCO3)c(Cl)c1	nt	0.8	3	23	15	-0.5	-1.5	-0.3	-1.9
Nc1ccc(C(=O)N2CCCC2)cc1	-1.1	nt	-3	-2	-5	i	-0.8	nt	-0.6
CCN(CC)c1ccc(/C=N/NC(=O)c2cccc(N3CCCC3=O)c2)cc1	2.7	0.2	15	-1	31*	-0.3	1.8	nt	-0.3
NC(=O)C1=C[C@@H](c2coc3ccccc3c2=O)C[C@@H](OCc2ccc(CO)cc2)O1	-2.9	0.4	2	0	-3	0.5	-2.9	0.7	-0.9
CC(O)c1cccc(NC2=CC(=O)CC(C)(C)C2)c1 (stereo unspecified)	2.5	nt	7	1	7	-0.2	-1.1	-0.8	-0.8
CCC(Oc1ccccc1)C(=O)Nc1ccc(-c2nnc(-c3ccco3)o2)cc1 (stereo unspecified)	3.1	nt	12	43*	15	17*	-7.9	3.8	17
Cc1cc2c3c(c1C)C(=O)C(=O)N3C(C)(C)CC2C (stereo unspecified)	1.2	0.7	1	1	-3	-0.2	2.4	0.0	0.7
O=C(/C=C/c1cccc([N+](=O)[O-])c1)c1ccco1	1.5	0.8	-2	2	7	2.3	-2.3	-0.5	3.2
CCn1ccnc1CN(C)C(=O)C1CCC(=O)N(Cc2cccc(C(F)(F)F)c2)C1 (stereo unspecified)	3.4	3.0	-5	4	4	-0.4	-2.4	-0.4	-0.3
COc1ccc(NC(=O)CN(C2CCCCC2)S(C)(=O)=O)cc1OC	3.2	nt	0	-3	8	i	0.9	0.9	-0.6
COc1ccc(C(c2sc3ncnn3c2O)N2CC(C)OC(C)C2)cc1OC (stereo unspecified)	1.0	0.1	2	2	23	-0.5	-1.0	-0.9	2.1
CC(CN1CCOCC1)OC(=O)C1COc2ccccc2O1 (stereo unspecified)	nt	0.0	-3	0	9	i	-0.4	nt	-0.7
CC1Cc2ccccc2N1C(=O)CSc1nnc(N)s1 (stereo unspecified)	0.4	-0.1	6	0	9	i	0.4	2.6	1.0

Part of the list above, with values under each structure.
The line under a structure holds: Mtb UGM inh | TcdB inh | Y pestis TopoI | Mtb FBA inh | GDH-TPI counter | Vc quorum ag | FadD28 FP inh | Mtb BioA inh | PfHsp40 yeast
CCN(CC)c1ccc(/C=N/NC(=O)c2cccc(N3CCCC3=O)c2)cc1
    2.7 | 0.2 | 15 | -1 | 31* | -0.3 | 1.8 | nt | -0.3
C(=N\N1CCN(C(c2ccccc2)c2ccccc2)CC1)/c1ccc2c(c1)OCO2
    0.9 | 0.7 | 2 | -2 | -4 | i | -2.6 | -0.6 | 1.6
O=C(COc1ccc(Cl)cc1)Nc1nnc(C2=COCCO2)o1
    2.5 | -0.6 | -11 | -2 | 15 | -0.1 | -4.4 | nt | 7.6

Next compounds follow:
SMILES	Mtb UGM inh	TcdB inh	Y pestis TopoI	Mtb FBA inh	GDH-TPI counter	Vc quorum ag	FadD28 FP inh	Mtb BioA inh	PfHsp40 yeast
Cn1c(N)c(Sc2ccc(F)cc2)c(=O)n(C)c1=O	-0.3	-0.8	2	3	10	i	-2.2	nt	0.2
COc1ccc(N(CC(=O)N/N=C/c2cc(OC)ccc2OC)S(=O)(=O)c2ccccc2)cc1	-1.0	-0.1	29	4	3	i	-2.1	-0.8	1.1
CCn1c(=O)c(C(=O)Nc2ccccc2C)c(O)c2ccccc21	0.2	nt	5	-2	2	1.1	0.1	-1.2	-2.4
O=C(NC1CCN(S(=O)(=O)c2ccc(F)cc2)CC1)c1ccco1	2.9	0.0	7	-3	-8	-0.5	-3.0	-1.9	0.8
C=C1CCN([C@@H](C)C(=O)OCc2ccc(C)cc2)S(=O)(=O)c2ccccc21	-0.7	0.3	0	5	14	-3.7	-2.7	-0.4	-0.5
O=C1CN(C(=O)CSc2nncs2)c2ccccc2N1	0.8	6.0	-9	3	-1	-0.3	-2.4	1.6	-2.6
COC(=O)c1cc(Cl)c(NC(=O)/C=C/c2ccc(Cl)cc2Cl)cc1OC	1.8	nt	10	0	7	-8.4	0.4	-1.7	1.5
Cc1cccc(OCCSc2nc3ncnc(N)c3[nH]2)c1	-0.3	1.2	-4	-1	-2	-0.4	-1.9	nt	nt
Cc1ccc(NC(=O)CCC(=O)c2cccs2)cc1	-0.9	nt	1	0	14	-1.2	-0.2	0.7	1.8
COC(=O)CN1C(=O)COc2ccc(S(=O)(=O)NCc3ccccc3)cc21	-1.8	0.8	-2	1	7	-0.4	-2.6	-5.7	0.8

Screening results from PubChem BioAssay.
